# High-throughput results: PubChem BioAssay, National Center for Advancing Translational Sciences (NCATS)
# D1 ag: Allosteric Agonists of the Human D1 Dopamine Receptor: qHTS; HEK293 T-REx D1 cells, calcium flux, agonist mode; activation, % at 2 µM; 360,000 tested, 1% active; also: 0% is about no effect
#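 Tetracycline-induced HEK293 TREx D1 cells, force-coupled to calcium signalling, were dye-loaded with a no-wash calcium kit. Compound was pin-added after a 10 s baseline. Fluorescence was read kinetically at 1 cycle/s for 180 s, with calcium rises flagged as agonism.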
# D2 agonist: HTS Assay for Allosteric Agonists of the Human D2 Dopamine Receptor: Primary Screen for Agonists; 340,000 tested, 0.53% active; D(2) dopamine receptor (Homo sapiens), P14416; HEK293 T-REx D2 cells, calcium flux agonist mode; activation, % at 2 µM;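 active = activation over 3 SD above normal in the single-dose calcium agonist read, cut at about 30% in these data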; also: 0% is about no effect
# Target sequence (P14416 whole entry, looked up): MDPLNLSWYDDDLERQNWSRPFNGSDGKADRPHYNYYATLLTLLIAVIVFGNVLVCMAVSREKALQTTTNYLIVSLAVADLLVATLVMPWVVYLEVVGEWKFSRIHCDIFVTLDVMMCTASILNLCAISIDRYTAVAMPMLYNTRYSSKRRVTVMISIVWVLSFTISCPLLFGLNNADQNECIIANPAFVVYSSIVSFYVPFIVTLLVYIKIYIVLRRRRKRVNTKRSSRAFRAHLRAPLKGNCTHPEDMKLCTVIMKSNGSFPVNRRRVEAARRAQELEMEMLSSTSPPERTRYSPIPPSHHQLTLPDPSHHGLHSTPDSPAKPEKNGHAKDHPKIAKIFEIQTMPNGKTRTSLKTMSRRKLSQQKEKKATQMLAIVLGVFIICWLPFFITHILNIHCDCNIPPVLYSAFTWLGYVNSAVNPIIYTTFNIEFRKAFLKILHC
#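 Tetracycline-induced HEK293 Trex cells with D2 receptor force-coupled to calcium signaling, plated overnight at 30 C and loaded with no-wash calcium dye. Calcium flux read kinetically for 180 s after compound addition; responses flag agonists.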
# D2 PAM: HTS Assay for Positive Allosteric Modulators of the Human D2 Dopamine Receptor: Primary Screen for Potentiators. 340,000 tested, 0.34% active. HEK293 T-REx D2, calcium flux, EC20 dopamine potentiation. potentiation, % at 10 µM;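 active = potentiation over 3 SD above the plate norm, cut at about 30% in these data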; also: 0% is about no effect
#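 Cells plated with tetracycline inducer and held overnight at 30 C; calcium dye loaded 30–90 min at room temperature; baseline taken, compound added and read 180 s; EC20 dopamine then added and read 180 s.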
# TRHR PAM: qHTS for Small Molecule Agonists and Allosteric Enhancers of Human TRH Receptor: Primary Screen for Enhancers; TRHR cells, fluo-8 calcium fluorescence, EC20 TRH enhancement; enhancement, % at 2 µM; 360,000 tested, 0.66% active; AID 493056, 2011; in the data active = enhancement above about 30%; also: 0% is about no effect
# Target sequence (P34981 whole entry, looked up): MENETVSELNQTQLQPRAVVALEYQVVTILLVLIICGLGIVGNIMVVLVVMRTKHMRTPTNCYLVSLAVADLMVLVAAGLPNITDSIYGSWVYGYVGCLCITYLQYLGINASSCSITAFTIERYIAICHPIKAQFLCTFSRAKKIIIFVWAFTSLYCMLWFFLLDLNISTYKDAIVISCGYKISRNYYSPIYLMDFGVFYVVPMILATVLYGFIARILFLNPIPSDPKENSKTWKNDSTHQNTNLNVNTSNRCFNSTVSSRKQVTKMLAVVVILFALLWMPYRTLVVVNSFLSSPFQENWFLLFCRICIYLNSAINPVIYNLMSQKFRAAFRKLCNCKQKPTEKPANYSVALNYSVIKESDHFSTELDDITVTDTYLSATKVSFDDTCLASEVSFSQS
#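 Enhancer read-out: after compound pinning and an initial kinetic agonist-mode read, an EC20 of TRH (10 nM final) was injected and fluo-8 calcium signal (Ex 480/Em 530) followed at 1 s/cycle for 100 cycles in TRHR-expressing cells.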
# D1 antagonist: Antagonist of Human D 1 Dopamine Receptor: qHTS. HEK293 TREx D1 cells, calcium flux, dopamine EC80; hits give low values. AID 504652, 2011. D(1A) dopamine receptor (Homo sapiens), P21728. 360,000 tested, 3.2% active. activity change, negative = inhibition, % at 10 µM; in the data active = activity change below about -30%; also: % is scaled to controls: 0 for no effect and ±100 for the full control effect
#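 Using tetracycline-induced force-coupled D1 Hek293 cells and a calcium dye, signals were followed for 180 s after compound, then for 180 s after EC80 dopamine, to detect inhibitors.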
# D1 PAM: Potentiators of Human D1 Dopamine Receptor: qHTS; D(1A) dopamine receptor (Homo sapiens), P21728; HEK293 TREx D1 cells, calcium flux, dopamine EC20 potentiation; potentiation, % at 10 µM; 360,000 tested, 0.036% active; AID 504651, 2011; in the data active = potentiation above about 30%; also: 0% is about no effect
# D2 antagonist: HTS Assay for Allosteric Antagonists of the Human D2 Dopamine Receptor: Primary Screen for Antagonists; HEK293 TREx D2 cells, calcium flux, dopamine EC80; 340,000 tested, 2% active; D(2) dopamine receptor (Homo sapiens), P14416; inhibition, % at 10 µM; in the data active = inhibition above about 30%; also: 0% is about no effect
#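 Tetracycline-induced HEK293 T-REx cells expressing D2 force-coupled to calcium signalling were dye-loaded, exposed to compound for 180 s, then challenged with an EC80 of dopamine; calcium flux was followed kinetically for a further 180 s.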
# RXFP1 antag: qHTS Assay for Antagonists of the Relaxin Receptor RXFP1. activity change, negative = inhibition, % at 57.5 µM. 350,000 tested, 0.59% active. HEK293-RXFP1, relaxin-stimulated cAMP HTRF, 30 min; hits give low values. AID 1259400, 2018. Relaxin receptor 1 (Homo sapiens), Q9HBX9;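 active = activity change of -60% or lower, but not beyond a set lower limit; inconclusive = change between -60% and -40%, or beyond the set limit; inactive = change above -40%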; also: % is scaled to controls: 0 for no effect and ±100 for the full control effect
# TRHR agonist: qHTS for Small Molecule Agonists and Allosteric Enhancers of Human TRH Receptor: Primary Screen for Agonists | 360,000 tested, 0.18% active | AID 493084, 2011 | Thyrotropin-releasing hormone receptor (Homo sapiens), P34981 | activation, % at 2 µM | TRHR cells, calcium flux fluo-8, FDSS agonist mode; also: 0% is about no effect
#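 TRHR-expressing cells loaded with fluo-8 calcium dye; 23 nL library compound pin-transferred, kinetic FDSS fluorescence (Ex 480/Em 530) recorded about 180 s for agonist-induced calcium release, before a 10 nM TRH EC20 addition for potentiator mode.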
# Starred values were filed as active, the others as inactive; ? = inconclusive; / = not tested or not shown. Rule as the data show it, unless noted: active = activation above about 30%; inactive = the rest.
SMILES,D1 ag,D2 agonist,D2 PAM,TRHR PAM,D1 antagonist,D1 PAM,D2 antagonist,RXFP1 antag,TRHR agonist
CCc1ccccc1NC(=O)Cn1c(=O)nc(-c2ccccc2)c2ccccc21,-0.2,1.5,4.2,1.8,-1.2,0.1,/,11.8,-1.4
Cc1ccc(S(=O)(=O)N(C)c2c(C)ccc(S(=O)(=O)N3CCN(C)CC3)c2C)cc1,2.9,-0.2,-10.6,0.3,-4.3,-4.1,-6.9,-16.0,0.6
C#CCOCCOCCOCCNc1nc(N2CCN(C(=O)C([C@@H](C)CC)n3cc(C(N)CC(C)C)nn3)CC2)nc(N2CCN(C(=O)[C@H](CCC(=O)O)n3cc(C(N)[C@H](C)CC)nn3)CC2)n1 (some centres undefined),-1.0,-0.4,-1.0,2.4,7.9,2.9,-2.2,/,0.5
COc1ccccc1N1CCN(C2CCCN(C(=O)Cn3cccn3)C2)CC1 (centres undefined),2.3,0.1,-7.3,5.6,8.8,1.9,3.1,-0.8,1.2
CC1CCN(c2ncnc3c2nnn3C)CC1,-1.6,-2.3,11.1,-3.2,/,2.0,/,-1.3,0.0
O=C(CSc1ccc(-c2nc3ccccc3[nH]2)cn1)Nc1ccc2c(c1)OCCO2,3.2,-0.1,-2.6,-3.0,-6.9,-8.9,22.7,-25.2,0.0
COC(=O)c1ccc(Nc2nc3ccc(C)cc3n3cnnc23)cc1,3.2,/,/,-0.3,6.2,1.9,/,37.1,-0.1
CCN(C(=O)COC(=O)/C=C/c1ccco1)c1c(N)n(Cc2ccccc2)c(=O)[nH]c1=O,1.7,0.5,12.8,1.8,-0.8,-3.5,5.4,4.5,0.7
Nc1nnc(SCC(=O)NCc2ccc3c(c2)OCO3)s1,0.4,-0.7,-7.0,7.3,-20.4,-2.2,-9.6,-10.5,0.9
Cc1cc(SCC(=O)Nc2ccc(F)cc2F)nc(=O)[nH]1,1.1,/,1.0,5.1,/,-0.9,/,/,1.4
COc1cc(/C=c2\sc3nc(-c4ccncc4)nn3c2=O)ccc1OC(C)=O,2.6,0.2,-4.7,-3.3,-4.6,-3.2,-7.2,/,0.7
COc1ccc(NC(=O)Cn2c(C)cc3ccccc3c2=O)c(OC)c1,1.0,-1.0,-17.7,-0.8,0.0,1.9,/,-11.7,-0.3
O=C(Nc1ccccn1)c1ccc(Cl)c(S(=O)(=O)N2CCCC2)c1,5.6,0.4,-0.1,-0.4,-12.2,-1.9,6.9,?,0.1
CCOC(=O)c1c(NC(=O)c2cc(-c3ccc(Cl)cc3)on2)sc(C)c1C,-0.7,0.2,/,12.1,-0.4,0.9,/,/,1.4
CNCc1sccc1C,2.3,0.8,18.4,-2.6,-15.6,-3.1,0.5,-10.8,0.7
Cc1nc(NS(=O)(=O)c2ccccc2)sc1C(=O)N/N=C/c1ccccc1,5.5,-1.8,-5.8,-3.3,12.5,0.5,3.5,-0.6,-0.1
CC(=O)c1ccc(N2CCN(CC(O)COCc3ccco3)CC2)cc1 (centres undefined),-0.9,1.4,5.6,13.2,/,-3.0,-14.7,-4.2,0.0
CCn1c(C)cc(/C=C2/SC(=O)N(C(C)C(=O)OC)C2=O)c1C (centres undefined),2.8,0.3,4.1,-2.9,-9.3,-14.9,-0.4,-30.0,-0.1
CCC(C)N(C(=O)C(F)(F)F)C(C(=O)NC1CCCCC1)c1ccncc1 (centres undefined),1.2,-0.2,-2.0,5.0,7.9,-7.6,-37.2,20.2,0.6
CC1CCCCN1CCNC(=O)c1cc2c(-c3ccccc3F)nn(C)c2s1 (centres undefined),2.1,0.2,-14.1,8.1,28.0,/,-0.1,/,0.8
Cc1cccc(NCc2nc(-c3ccccc3)no2)c1,1.2,-0.6,-9.9,-2.5,5.7,2.5,-0.1,-28.0,0.0
CCCc1[nH]n(-c2nc3ccccc3s2)c(=O)c1C=NCC(C)C,-3.0,0.8,9.8,-1.0,-14.8,-2.0,13.0,-4.0,-0.1
CCCCCCCCNC(=O)c1cccnc1SCC(=O)Nc1ccccc1OC,10.4,/,/,0.8,-7.1,11.2,/,-4.9,0.0
Cc1cc(C)c(S(=O)(=O)n2cc(C(C)C(N)C(=O)O)c3ccccc32)c(C)c1 (centres undefined),2.7,0.3,-6.9,-8.2,-4.5,-4.5,10.4,/,0.3
CCN(CC)S(=O)(=O)c1ccc2c(c1)nc(CCC(=O)OCC(=O)Nc1cc(OC)cc(OC)c1)n2C,-0.7,-0.4,-9.5,1.5,-13.6,2.4,-1.5,-4.7,0.2
O=C1CSC(=S)N1c1cccc(O)c1,3.3,0.8,6.5,-2.0,9.9,-4.5,2.5,-2.3,0.9
Cc1ccc(S(=O)(=O)N2c3ccccc3NC(=O)CC2C)cc1 (centres undefined),2.9,-0.5,6.4,21.9,-4.1,1.8,17.5,-1.8,0.3
CCC(=O)NC(c1cc(Cl)c2ccccc2c1O)C1CC1 (centres undefined),-2.1,-0.4,2.9,9.1,/,3.5,7.5,/,-0.5
CCCC(=O)Nc1nc2nc(-c3ccccc3)cc(-c3ccccc3)n2n1,0.8,-0.3,-5.9,3.4,-1.8,-0.8,-12.5,0.7,0.1
CCn1cc(C(=O)NCCC(=O)OC)c(=O)c2cc3c(cc21)OCO3,0.6,1.0,-3.8,0.2,-2.8,-3.5,19.1,0.5,0.4
O=C(OCc1nc2ccccc2[n+]([O-])c1C(=O)c1ccccc1)c1cccs1,3.1,0.3,3.8,1.9,-0.6,0.1,16.1,5.8,-0.3
CCCN(CCC)C(=O)CSc1nc2ccccc2c(=O)n1Cc1ccco1,6.1,1.6,/,-6.7,5.3,-3.8,/,-10.8,-0.6
CC(C)OC(=O)CSc1nc(N)c(C#N)c(-c2ccco2)c1C#N,5.4,0.0,-3.4,-6.8,-14.5,-1.4,18.1,6.0,0.2
COc1ccc(CSc2nnc(C)n2N)cc1,2.0,1.0,-7.7,12.7,-8.2,-4.5,-12.2,2.2,0.1
CCCc1nc2ccccc2c(C(=O)OCC(=O)NCc2ccco2)c1CC,0.0,-0.5,13.9,-11.6,6.5,-6.0,-8.0,-3.5,0.4
CCOC(=O)Nc1sc(C)c(C)c1C(N)=O,1.1,0.4,5.7,15.3,2.8,-0.2,-2.2,2.8,0.0
CCN(CC)C(=O)c1ccc(NS(=O)(=O)c2ccc3[nH]c(=O)[nH]c3c2)cc1,0.0,0.4,3.9,5.5,-15.0,-2.5,-8.7,-5.7,0.6
COc1cccc(C(c2sc3nc(C)nn3c2O)N2CCc3ccccc3C2)c1 (centres undefined),1.3,0.0,-0.3,-0.5,-6.7,-0.3,13.5,-3.7,0.4
CCC1CCCCN1S(=O)(=O)c1ccc(NC(=O)c2cccs2)cc1 (centres undefined),2.9,0.0,4.6,-2.1,4.0,-5.0,8.1,-11.3,0.3
CCOC(=O)c1cccc(N2C(=O)c3ccccc3S2(=O)=O)c1,6.3,-0.2,-4.6,-3.9,3.6,-2.8,11.5,-13.5,1.1
C/C(=N\NC(=S)NC(C)C)c1ccc2c(c1)OCCO2,2.3,-0.3,-6.1,3.7,0.9,1.4,1.1,-8.8,-0.3
Cc1cccn2c(=O)c3cc(C(=O)NC(C)c4ccccc4)c(=N)n(CCCO)c3nc12 (centres undefined),0.1,0.5,-7.2,-1.4,5.6,1.7,/,-22.1,-0.8
CCOC(=O)C1=C(C)NC(=O)N(C(C)=O)C1c1ccc(Cl)cc1 (centres undefined),15.4,-0.9,-5.1,2.9,9.0,-3.6,0.3,19.8,1.4
CCOc1ccc(C2c3c(-c4ccc(C)cc4)n[nH]c3C(=O)N2c2ccc(Cl)cc2)cc1 (centres undefined),8.2,0.6,15.2,-0.8,-0.7,-0.7,/,/,1.2
Cc1c(Cl)ccc2c(C(=O)NCCN3CCCCC3)cc(-c3ccccn3)nc12,-0.6,/,9.7,1.5,2.6,-2.4,/,-15.6,-1.2
CCc1n[nH]c2c1/C(=N\O)CC(c1ccccc1)C2 (centres undefined),0.9,0.6,-3.8,10.3,-3.3,-5.5,6.8,4.7,-0.1
Cc1cc(C(C)(C)C)oc1C(=O)N(CC(=O)NC1CCCC1)c1c(C)cccc1C,11.3,0.6,-5.6,8.9,-14.1,-7.9,-9.8,?,1.2
CCc1noc2c1/C(=N\O)CC(c1ccccc1)C2 (centres undefined),1.9,-1.0,9.0,0.4,-17.0,-0.9,4.0,-8.3,-1.9
O=C(CCn1nc(-c2ccccc2)ccc1=O)N1CCOCC1,1.2,-0.1,-4.0,3.8,1.3,-1.2,-1.6,-3.4,-0.7
O=C(NCc1ccccc1)NC1(C(=O)N2CCOCC2)CCCCC1,0.2,-0.3,4.0,-1.6,-10.0,-0.9,9.5,-9.7,0.3
CCCCOC(=O)CCc1nc2ccccc2[nH]1,1.5,/,/,-1.0,-9.6,-0.7,/,-14.5,-0.1
CCc1ccccc1NC(=O)c1ccc(CN2CCC(Cc3ccccc3)CC2)cc1,3.1,0.7,-19.9,8.9,-4.1,-11.7,16.9,0.3,-0.3

# Shown with tabs: part of the list above.
Structure	D1 ag	D2 agonist	D2 PAM	TRHR PAM	D1 antagonist	D1 PAM	D2 antagonist	RXFP1 antag	TRHR agonist
CCC1CCCCN1S(=O)(=O)c1ccc(NC(=O)c2cccs2)cc1 (centres undefined)	2.9	0.0	4.6	-2.1	4.0	-5.0	8.1	-11.3	0.3
CCCCCCCCNC(=O)c1cccnc1SCC(=O)Nc1ccccc1OC	10.4	/	/	0.8	-7.1	11.2	/	-4.9	0.0
CCOC(=O)c1cccc(N2C(=O)c3ccccc3S2(=O)=O)c1	6.3	-0.2	-4.6	-3.9	3.6	-2.8	11.5	-13.5	1.1
CCCC(=O)Nc1nc2nc(-c3ccccc3)cc(-c3ccccc3)n2n1	0.8	-0.3	-5.9	3.4	-1.8	-0.8	-12.5	0.7	0.1
Cc1nc(NS(=O)(=O)c2ccccc2)sc1C(=O)N/N=C/c1ccccc1	5.5	-1.8	-5.8	-3.3	12.5	0.5	3.5	-0.6	-0.1
